Bioassay records as filed in PubChem BioAssay.
yeast rad50 – NCI yeast anticancer drug screen, S. cerevisiae rad50 strain. growth inhibition, % at 50 µM. AID 155. actives 10% (n = 79,000);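 note: 0% = growth of vehicle-only cultures of the same strain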
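Compounds were tested on a yeast strain with an engineered DNA damage repair alteration; the reported value is growth inhibition normalised to vehicle treatment.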
yeast mec2-1 – NCI yeast anticancer drug screen, S. cerevisiae mec2-1 strain. growth inhibition, % at 50 µM. actives 9% (n = 79,000). AID 157;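 note: 0% = growth of vehicle-only cultures of the same strain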
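mec2-1 yeast strain, carrying an alteration in DNA damage repair or cell cycle control, was exposed to compounds; growth inhibition was measured relative to vehicle-treated controls.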
yeast bub3 – NCI yeast anticancer drug screen, S. cerevisiae bub3 mutant strain | growth inhibition, % at 50 µM | actives 9.9% (n = 78,000);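 note: 0% = growth of vehicle-only cultures of the same strain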
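Steps: expose the mutant yeast strain to compound; grow alongside vehicle-treated cultures; measure growth; express inhibition against the vehicle cultures.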
sgs1 mgt1 – NCI yeast anticancer drug screen, S. cerevisiae sgs1 mgt1 strain. actives 10% (n = 78,000). growth inhibition, % at 50 µM;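 note: 0% = growth of vehicle-only cultures of the same strain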
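Percent growth inhibition was derived by comparing compound-exposed mutant yeast with vehicle-exposed cultures. The strain carries alterations in DNA damage repair.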
yeast cln2 rad14 – NCI yeast anticancer drug screen, S. cerevisiae cln2 rad14 strain | % growth inhibition at 50 µM | actives 8.3% (n = 78,000);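 note: 0% = growth of vehicle-only cultures of the same strain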
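Growth of compound-exposed yeast (cln2 rad14 genotype) measured and expressed as inhibition relative to vehicle.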
mlh1 rad18 – NCI yeast anticancer drug screen, S. cerevisiae mlh1 rad18 strain; growth inhibition, % at 50 µM; actives 11% (n = 79,000); AID 175;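 note: 0% = growth of vehicle-only cultures of the same strain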
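Read-out is yeast growth inhibition, calculated against vehicle-only controls. The compound was applied to a strain engineered with DNA damage repair alterations.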
* marks the source's active call; other numbers are inactive results; nt = no result given; & = joins results of further samples. Cut-off read from the data, not from the text of the source: active = growth inhibition above about 70%; inactive = the rest.

Second line of a record: yeast rad50	yeast bub3	mlh1 rad18	yeast cln2 rad14	yeast mec2-1	sgs1 mgt1
COc1ccc(C2C(Cl)C(=O)N2NC(=O)c2ccc(NC(C)=O)cc2)cc1OC (centres undefined)
    -9	-12	-7	-38	-18	-10
COc1ccc2c(ccc(=O)n2C)c1
    24	-4	16	-16	3	10
CC(=O)/C=C/C1=C(C)CCCC1(C)C
    11&-22	0&-21	-2&12	8&-15	-11&-8	-19&-18
COn1nnc2ccc(N)cc21
    -1	10	19	-39	9	4
CCCC(NC(=O)OCc1ccccc1)C(=O)NCC(=O)O (centres undefined)
    25	9	9	23	7	6
Cc1ccc(S(=O)c2ccccc2C(O)(C(F)(F)F)C(F)(F)F)cc1 (centres undefined)
    76*	52	76*	60	76*	75*
CCC(CC)C(O)(C(=O)O)C(CC)CC
    14	8	33	3	14	4
O=c1oc2ncccc2n1Cc1ccc([N+](=O)[O-])cc1
    -15	-1	20	21	-22	1
CC(C)(CC(N)=O)C(=O)O
    0	0	6	5	4	5
CN(C)c1ccc(C=C2C(=O)CC(C)(C)CC2=O)cc1
    12	6	-8	16	10	23
O=C(OCc1ccccc1CN1CCCC1)c1ccc([N+](=O)[O-])cc1Cl
    -13	-1	-55	-53	-16	-14
Cc1cccc(C(C)O)n1 (centres undefined)
    -31	2	-8	-20	-19	-9
CCCn1ccc(=O)c(O)c1C
    31	16	-3	2	3	-2
NCC(=O)c1ccc2cc(Br)c3ccccc3c2c1
    6	12	0	18	0	-1
COc1cc2c(c(OC)c1OC)C(=O)[C@@H](O)[C@H]2N
    -10	-24	-42	-26	-32	-13
Cc1cccc(C2ON=C(c3ccccc3)N2C23CC4CC(CC(C4)C2)C3)c1 (centres undefined)
    -21	1	-34	-2	0	-22
O=C(C[P+](c1ccccc1)(c1ccccc1)c1ccccc1)c1ccc(Br)cc1
    99*	98*	96*	96*	97*	97*
Brc1cc2[nH]c(-c3ccccc3)c(Br)c2c(Br)c1Br
    59	14	69	39	36	69
N#Cc1c(CCc2ccccc2)cc(-c2ccccc2)[nH]c1=O
    7	1	-1	-48	-16	26
O=c1c2c3c(sc2nc2n1N=C(c1ccc([N+](=O)[O-])cc1)CS2)CCCC3
    -11	-14	-9	18	6	-4
COC(=O)c1nc(N)nc(C(=O)OC)c1C(=O)c1cccs1
    -3	-43	-21	-25	-9	-29
CCCN(CCC)S(=O)(=O)c1ccc(NC(=O)OC(CC)c2ccco2)cc1 (centres undefined)
    28	-6	9	8	-4	8
Nc1ncc(Cl)cc1[N+](=O)[O-]
    -7	-14	-4	-3	15	8
O=c1[nH]cc(SSc2c[nH]c(=O)[nH]c2=O)c(=O)[nH]1
    13	30	13	-25	16	4
O=C(O)CCNCCCNCCC(=O)O
    -14	-14	3	5	-23	2
CC(=O)Oc1c(C)cc([N+](=O)[O-])cc1[N+](=O)[O-]
    100*	99*	100*	99*	100*	100*
Cc1cccc(C(C)(C)C)c1NC(=O)C(=O)C(C(=O)/C=C\c1ccccc1)C1OC(=O)c2ccccc21 (centres undefined)
    7	14	6	30	-5	12
O=C1C(c2ccccc2)CCC1c1ccccc1 (centres undefined)
    12	-3	13	-55	-8	0
O=c1[nH]c(=O)n(C2OC(CO)C(O)C2O)c2nccnc12 (centres undefined)
    5&10	-21&-13	-11&5	3&27	5&9	-6&1
COc1ccc(C2COc3c(ccc(O)c3O)C2)cc1 (centres undefined)
    93*	81*	97*	89*	97*	95*
COC(=O)c1nc(=S)[nH]c(C(=O)OC)c1C(=O)c1c(C)[nH]c2ccccc12
    -25	-2	62	31	-6	-5
CCOC1CCCC(OCC)O1 (centres undefined)
    -44	-38	-28	12	-48	-20
O=c1cccc2c3ccccc3ccn12
    23	15	14	12	7	15
CC1CN=C(c2ccccc2)C(c2ccccc2)=N1 (centres undefined)
    -24	-12	-22	-6	1	-6
O=C1CCC(c2n[nH]c(=S)o2)N1 (centres undefined)
    -3	13	5	-7	23	9
CN1CCS(=O)(=O)NC(Cc2ccccc2)C(=O)N2CCCC2C1=O (centres undefined)
    -6	-12	-8	30	-13	-4
NC1=NC(c2ccc(Cl)cc2)N(c2ccc(S(N)(=O)=O)cc2)C(N)=N1 (centres undefined)
    9	-11	22	-22	-4	-24
O=C(CCN1CCCCC1)C(O)(c1ccccc1)c1ccccc1
    19	-10	14	-6	-2	25
COCCN(CCOC)C(=O)Nc1cccc(Cl)c1
    30	5	10	8	6	16
Cc1cccc(/C=N/NC(=S)N(C)CCc2ccccn2)n1
    79*	91*	92*	91*	87*	91*
COc1cc(CNc2ccc(C(C)C)cc2)cc(OC)c1OC
    32	65	56	7	25	64
C[C@]12CCC(=O)C(O)=C1CC[C@@H]1C2CC[C@]2(C)NC(=O)CCC12 (some centres undefined)
    50	32	60	39	69	52
Cc1cc(C)c(CC(=O)O)c(C)c1
    30	4	10	12	6	17
CC(=O)Nc1ccccc1C(C#N)Cc1ccccc1 (centres undefined)
    13	1	9	-32	6	14
Cc1cc(C)c(C2CNCc3cc4c(cc32)CNCC4c2c(C)cc(C)cc2C)c(C)c1 (centres undefined)
    -16	-63	-131	-45	-33	-46
O=C(/C=C/c1c[nH]c2ccccc12)c1ccccc1O
    5	-9	11	-63	11	12
COc1ccc(C2OC3=Nc4cc(C)c(C)cc4NC3C2=O)cc1OC (centres undefined)
    16	-23	2	-2	-7	-6
C/C(NN(C)C)=C(\C#N)C(=O)/C=C/c1cccs1
    25	18	19	26	2	39
Cc1cccc(Cl)c1N
    -6	-2	-3	3	-8	7
Cc1ccc(C)c(C(=O)/C=C/C(=O)O)c1
    53	64	65	41	71*	62
CCOC1=NC(C)C(C)N1 (centres undefined)
    -5	6	-21	9	-11	-13
COc1cccc(/C=N/NP(=S)(Oc2ccc(C(C)(C)C)cc2)Oc2ccc(C(C)(C)C)cc2)c1OC
    -4	3	-1	4	-24	10
CN1CCCC1=O
    -7&5	-1&-3	-15&-10	-7&1	2&2	2&-10
CC(C)=NNC(N)=S
    2	2	-4	-23	-9	-24
O=C1OC(=O)c2ccccc2C1=O
    -21	1	-13	1	-31	-11
Clc1ccc(/C(=C/CN2CCC3CCC(C3)C2)c2ccccc2)cc1 (centres undefined)
    34	34	25	4	1	66
Cc1ccc(C(=O)N(C(C)C)C(C)C)cc1
    2	9	4	6	0	4
O=C1OC(OC/C(Br)=C(\Br)COC2OC(=O)C(Cl)=C2Cl)C(Cl)=C1Cl (centres undefined)
    99*	94*	94*	58	96*	93*
COC(=O)/C=C1/OC(c2ccccc2)=CC1=O
    88*	86*	86*	70*	92*	57
CC1(C)O[C@H]2[C@H](O)C[C@](O)(CO)C[C@H]2O1
    1	-9	1	-28	4	-1

The list goes on:
Second line of a record: yeast rad50	yeast bub3	mlh1 rad18	yeast cln2 rad14	yeast mec2-1	sgs1 mgt1
CC(C)(S)CNCCSC(=O)c1ccccc1
    3	63	30	-16	0	23
Cn1c(=O)c2[nH]cnc2n(CC(=O)O)c1=O
    34	21	27	10	-19	2
Cc1cc(C2(c3cc(C)c(O)c(Br)c3)OS(=O)(=O)c3ccccc32)cc(Br)c1O
    -25	0	-4	-1	2	-18
Cc1c(C)c(C(=O)Cc2ccccc2)c(C)c(C(=O)Cc2ccccc2)c1C
    20	6	1	12	-2	-15
N#C/C(=C/c1cccc([N+](=O)[O-])c1)C(N)=O
    -8	nt	-4	nt	-13	nt
NC(=O)Cc1cccc(=O)[nH]1
    1	-3	-2	-27	-4	-7
CC(C)(N)CNCCO
    -3	-2	0	-18	2	-9
Cc1cc2nc3ccc(N=Nc4ccc(N(C)C)cc4)cc3n(-c3ccccc3)c-2cc1=N
    58	55	51	59	54	61
Cc1cc2c3ccc(C)[n+](C)c3ccc2n1C
    -4	8	-5	-67	6	11
c1ccc(C2OCC(OC3CCCCO3)CO2)cc1 (centres undefined)
    0	-9	-2	-5	-26	-25
CCN(CC)CCNCc1cc(Cl)cc2c1OCOC2
    -10	8	-3	15	-13	-7
N#C/C(=C\C1CCCC([N+](=O)[O-])C1)C1CCC([N+](=O)[O-])CC1 (centres undefined)
    -1	-5	3	-6	5	-7
Cc1c(CCN2CCOCC2)c(N2CCOCC2)n2c(nc3ccccc32)c1C#N
    -15	-16	-15	1	-12	-9
COc1ccc(/C=C2\N=C3Sc4c(nc[nH]c4=O)N3C2=O)cc1
    17	-16	-32	-16	-22	-11
CN(C)c1ccc(C(c2ccc(O)cc2)c2ccc(N(C)C)cc2)cc1
    -10	-3	-6	-39	-37	-18
CC(=O)CC(C)=NCCCCN=C(C)CC(C)=O
    -13	-25	-17	5	-29	6
COCC(=O)C(C(C)=O)C(c1ccncc1)C(C(C)=O)C(=O)COC (centres undefined)
    -8	-2	-20	-10	15	7
NC(=O)CCP(=O)(CCC(N)=O)CCC(N)=O
    4	-3	2	1	-2	1
CC[C@@]1(O)C(=O)OCc2c1cc1n(c2=O)Cc2cc3c(N)cccc3nc2-1
    88*	-1	5	-8	37	20
COc1ccc(CN2CCCN(Cc3ccc(OC)cc3OC)C2c2cc(Cl)cc(Cl)c2O)c(OC)c1
    74*	4	61	31	33	76*
CC(C)(C)N(OC(=O)c1ccc(C#N)cc1)c1ccccc1
    15	4	3	8	12	4
CN(Cc1cc(Cl)cc(Cl)c1)CC(C(=O)c1ccccc1)c1ccccc1 (centres undefined)
    82*	42	97*	50	97*	93*
NS(=O)(=O)c1ccc(N=Nc2ccc[nH]c2=O)cc1
    12	-52	-5	-25	-8	-11
Fc1cc(F)c(F)c(-c2c(F)c(F)cc(F)c2F)c1F
    -29	-36	-14	7	-56	-2
NN1CCCC(O)C1 (centres undefined)
    0	5	5	4	-18	5
CN(C)CC1CCC(CN(C)C)C1=NO (centres undefined)
    14	-2	6	7	-3	-4
CCC1(CC)NC(=S)NC1=S
    24	16	20	10	7	26

Copied from the entries so far for reference:
Second line of a record: yeast rad50	yeast bub3	mlh1 rad18	yeast cln2 rad14	yeast mec2-1	sgs1 mgt1
Cc1cc2nc3ccc(N=Nc4ccc(N(C)C)cc4)cc3n(-c3ccccc3)c-2cc1=N
    58	55	51	59	54	61
Cc1cc2c3ccc(C)[n+](C)c3ccc2n1C
    -4	8	-5	-67	6	11
c1ccc(C2OCC(OC3CCCCO3)CO2)cc1 (centres undefined)
    0	-9	-2	-5	-26	-25
CCN(CC)CCNCc1cc(Cl)cc2c1OCOC2
    -10	8	-3	15	-13	-7
N#C/C(=C\C1CCCC([N+](=O)[O-])C1)C1CCC([N+](=O)[O-])CC1 (centres undefined)
    -1	-5	3	-6	5	-7
Cc1c(CCN2CCOCC2)c(N2CCOCC2)n2c(nc3ccccc32)c1C#N
    -15	-16	-15	1	-12	-9
COc1ccc(/C=C2\N=C3Sc4c(nc[nH]c4=O)N3C2=O)cc1
    17	-16	-32	-16	-22	-11
CN(C)c1ccc(C(c2ccc(O)cc2)c2ccc(N(C)C)cc2)cc1
    -10	-3	-6	-39	-37	-18
CC(=O)CC(C)=NCCCCN=C(C)CC(C)=O
    -13	-25	-17	5	-29	6
COCC(=O)C(C(C)=O)C(c1ccncc1)C(C(C)=O)C(=O)COC (centres undefined)
    -8	-2	-20	-10	15	7
NC(=O)CCP(=O)(CCC(N)=O)CCC(N)=O
    4	-3	2	1	-2	1
CC[C@@]1(O)C(=O)OCc2c1cc1n(c2=O)Cc2cc3c(N)cccc3nc2-1
    88*	-1	5	-8	37	20
COc1ccc(CN2CCCN(Cc3ccc(OC)cc3OC)C2c2cc(Cl)cc(Cl)c2O)c(OC)c1
    74*	4	61	31	33	76*
CC(C)(C)N(OC(=O)c1ccc(C#N)cc1)c1ccccc1
    15	4	3	8	12	4
CN(Cc1cc(Cl)cc(Cl)c1)CC(C(=O)c1ccccc1)c1ccccc1 (centres undefined)
    82*	42	97*	50	97*	93*
NS(=O)(=O)c1ccc(N=Nc2ccc[nH]c2=O)cc1
    12	-52	-5	-25	-8	-11
Fc1cc(F)c(F)c(-c2c(F)c(F)cc(F)c2F)c1F
    -29	-36	-14	7	-56	-2
NN1CCCC(O)C1 (centres undefined)
    0	5	5	4	-18	5
CN(C)CC1CCC(CN(C)C)C1=NO (centres undefined)
    14	-2	6	7	-3	-4
CCC1(CC)NC(=S)NC1=S
    24	16	20	10	7	26
